# S2 tox – Viability Counterscreen for Primary qHTS for Inhibitors of ATXN expression. S2 cells (HEK-293 line with an ATXN2-luciferase reporter) viability, CellTiter-Fluor protease fluorescence, 24 h. Potency, µM (doses to about 56.7 µM), actives largely listed as cytotoxic. 400,000 compounds, 0.49% hits; note: potency is the fitted concentration of half-maximal effect; nearly all actives have a fitted effect of over 40% in size
# HepG2 tox – qHTS for Inhibitors of TGF-b: Cytotox Counterscreen; HepG2 CAGA-GFP viability, ATP luminescence, 18 h; Potency, µM (highest dose often 46.1 µM), for inactives: top-dose activity change, negative = cytotoxicity, usual class: cytotoxic; 410,000 compounds, 0.76% hits; AID 588856, 2011; note: potency is the fitted concentration of half-maximal effect; some results filed as inactive show a strong effect at the top dose
#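 HepG2 CAGA-GFP cells (1000/well, DMEM with 1% FBS) received compound, then TGF-beta at 500 pg/mL final, and were incubated 18 hours at 37 degrees C. Viability was read by CellTiter-Glo luminescence. Media-only wells were set as complete cell-killing and DMSO as no toxicity.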
# EPAC2 agonist – qHTS for Agonist of cAMP-regulated guanine nucleotide exchange factor 4 (EPAC2): primary screen; 360,000 compounds, 0.079% hits; Rap guanine nucleotide exchange factor 4 (Homo sapiens), Q8WZA2; Potency, µM (top dose mostly 154 µM), for inactives: at the highest dose activation, hits mostly activators; EPAC2 activation, biochemical qHTS; response scale: 100% = 6.5 mM cAMP response; note: potency is the fitted concentration of half-maximal effect; nearly all actives have a fitted effect of over 50% in size
# Target sequence (Q8WZA2 whole entry, looked up): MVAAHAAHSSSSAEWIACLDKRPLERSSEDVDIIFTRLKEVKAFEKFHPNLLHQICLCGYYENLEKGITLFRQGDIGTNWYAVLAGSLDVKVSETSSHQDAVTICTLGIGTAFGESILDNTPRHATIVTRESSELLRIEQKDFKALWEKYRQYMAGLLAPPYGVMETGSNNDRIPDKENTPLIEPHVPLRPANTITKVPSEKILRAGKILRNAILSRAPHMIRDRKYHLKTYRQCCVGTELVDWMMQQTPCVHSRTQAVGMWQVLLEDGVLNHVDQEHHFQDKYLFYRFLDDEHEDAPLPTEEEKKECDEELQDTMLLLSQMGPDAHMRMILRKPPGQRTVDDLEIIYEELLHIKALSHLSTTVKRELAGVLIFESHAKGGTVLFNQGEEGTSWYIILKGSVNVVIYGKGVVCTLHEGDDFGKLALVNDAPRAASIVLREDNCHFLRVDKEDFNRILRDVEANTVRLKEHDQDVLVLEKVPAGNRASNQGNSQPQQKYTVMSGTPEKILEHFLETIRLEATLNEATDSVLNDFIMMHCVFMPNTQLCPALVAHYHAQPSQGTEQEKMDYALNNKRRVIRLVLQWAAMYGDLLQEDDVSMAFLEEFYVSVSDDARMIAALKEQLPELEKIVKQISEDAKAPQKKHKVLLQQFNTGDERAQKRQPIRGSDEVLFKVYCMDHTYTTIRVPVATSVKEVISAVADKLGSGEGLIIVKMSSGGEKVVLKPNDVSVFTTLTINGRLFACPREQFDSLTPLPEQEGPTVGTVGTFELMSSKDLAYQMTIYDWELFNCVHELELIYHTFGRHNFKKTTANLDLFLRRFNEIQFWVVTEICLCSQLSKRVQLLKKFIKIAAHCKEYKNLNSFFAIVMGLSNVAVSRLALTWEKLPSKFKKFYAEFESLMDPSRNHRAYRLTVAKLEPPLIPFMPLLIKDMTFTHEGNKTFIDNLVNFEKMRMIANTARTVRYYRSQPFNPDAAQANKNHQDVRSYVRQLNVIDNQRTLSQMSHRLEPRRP
#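 Compounds were added across a concentration range to EPAC2 (100 nM), RAP1B-BODIPY-GDP (250 nM) and GDP (50 uM). After 5 min at room temperature, fluorescence was recorded at 5-min intervals for 30 min.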
# IL-2 act – qHTS of IL-2 Activators; 360,000 compounds, 0.065% hits; activation, % (series mostly up to about 46 µM); IL-2 activation reporter assay, cell-based qHTS; stimulated with anti-CD3/CD4/CD28 beads; in transgenic mouse T cells; in the data active = activation above about 50%; inconclusive = mostly about 30% to 49%; note: 0% is about no effect
#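 Quantitative HTS in unstimulated transgenic mouse T cells, with memory T cells as non-tolerant control and PMA/ionomycin as tolerance-bypass control. Compound pretreatment lasted 60 minutes before 18 h bead stimulation; EGFP/DsRed fluorescence read.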
# A549 viability – Nrf2 qHTS screen for inhibitors: counterscreen for cytotoxicity | A549 ARE-Fluc cells, CellTiter-Fluor viability, 18-24 h | Potency, µM (series often up to 46 µM), for inactives: at the highest dose activity change, negative = cytotoxicity, usual class: inhibitors | 390,000 compounds, 0.16% hits | AID 504648, 2011; note: potency is the fitted concentration of half-maximal effect; % is set by controls: 0 for no effect and ±100 for the full control effect
#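 A549 ARE_Fluc cells in 5% FBS OPTI-MEM were exposed to compounds in concentration-response for 18-24 h at 37 deg C. Viability was read by CellTiter-Fluor fluorescence (Ex 405/Em 525) after 30 min, before the luciferase read.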
# ATXN2 expr inh – Primary qHTS for Inhibitors of ATXN expression | Potency, µM (highest dose often 57 µM), for inactives: at the highest dose activity change, negative = inhibition, actives largely listed as inhibitors | HEK-293 ATXN2-luciferase reporter, luminescence, 24 h | AID 1745845, 2022 | 360,000 compounds, 0.72% hits; note: potency is the fitted concentration of half-maximal effect; % is set by controls: 0 for no effect and ±100 for the full control effect; nearly all actives have a fitted effect of over 55% in size
#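 ATXN2-luciferase reporter cells (luciferase flanked by upstream and downstream ATXN2 gene portions) were treated 24 h at 37 °C with compounds at up to 57 uM. SteadyGlo luminescence gave expression; GF-AFC fluorescence gave viability.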
# TGFb inhibitor – qHTS for Inhibitors of TGF-b | HepG2 CAGA-GFP TGF-b/SMAD3 reporter, GFP fluorescence, 18 h; TGF-beta stimulated, 500 pg/mL final | Potency, µM (series often up to 46.1 µM), for inactives: at the top dose activity, negative = inhibition, actives largely listed as inhibitors | 410,000 compounds, 1.2% hits | AID 588855, 2011; note: potency is the fitted concentration of half-maximal effect; % is set by controls: 0 for no effect and ±100 for the full control effect; nearly all actives have a fitted effect of over 65% in size
#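 Inhibition of TGF-beta-driven CAGA-GFP reporter expression in HEPG2 cells is measured by cellular GFP fluorescence after 18 h stimulation with 500 pg/mL recombinant TGF-beta in 1% FBS medium at 37 degrees C.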
# Nrf2 block – Nrf2 qHTS screen for inhibitors | A549 ARE-Fluc reporter, luciferase luminescence, 18-24 h | 360,000 compounds, 2.1% hits | AID 504444, 2011 | Potency, µM (titrated, usually from 46 µM), without a hit: at the top dose activity change, negative = inhibition, actives largely listed as inhibitors; note: potency is the fitted concentration of half-maximal effect; % is set by controls: 0 for no effect and ±100 for the full control effect; nearly all actives have a fitted effect of over 60% in size
#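 Nrf2 function is reported as luminescence of an ARE-controlled luciferase in A549 cells. Compounds were tested at several concentrations, and a CellTiter-Fluor read on the same wells flagged cytotoxicity.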
# Nrf2 ARE act – qHTS of Nrf2 Activators; 410,000 compounds, 0.31% hits; AREc32 ARE-luciferase reporter (MCF7-derived line), luminescence, 24 h; Potency, µM (doses to about 46.1 µM), inactives show at the highest dose activation, actives largely listed as activators; note: potency is the fitted concentration of half-maximal effect; % of control where 0% means no effect; nearly all actives have a fitted effect of over 65% in size
#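 Steps: seed AREc32_Fluc cells (1000/well, 5% FBS OPTI-MEM); incubate overnight at 37 deg C; add 23 nL compound; incubate 24 hr; add Steady-Glo; hold 30 min RT; read luminescence.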
# * = called active by the depositor; i = inactive; ? = inconclusive; · = no result given; [ ] = remark or other dose. Unless noted, calls come from the whole dose curve; as a rule, active = well fitted curve in the direction sought with a large enough effect; inconclusive = small, poorly fitted or top-dose-only effect, or another doubt; inactive = no such curve, though single readings can be large; an effect the other way counts as inactive or inconclusive.
SMILES,S2 tox,HepG2 tox,EPAC2 agonist,IL-2 act,A549 viability,ATXN2 expr inh,TGFb inhibitor,Nrf2 block,Nrf2 ARE act
Brc1cc(Br)cc(CN2CCSCC2)c1,i,6%,11%,-2.7,4%,9%,22%,6%,0.0%
Cc1csc2c(N3CCC(C(=O)O)CC3)ncnc12,i,-14%,4%,-0.6,-18%,·,-1%,-4%,-0.2%
O=C(NCC1CCCCC1)c1ccc([N+](=O)[O-])cc1,i,-9%,8%,1.6,20%,·,-5%,5%,1.7%
Cc1cccc(CN2CCC(N3CC(C)OC(C)C3)CC2)c1 (stereo not given),i,-7%,1%,-0.9,0%,-5%,-2%,-13%,-0.3%
Cc1ccc(S(=O)(=O)c2nc(-c3ccccc3)oc2NCc2cccnc2)cc1,?,-10%,7%,-0.2,-4%,-7%,13%,-13%,0.0%
COc1cc(NS(=O)(=O)c2ccc(NC(=O)c3ccc(C(C)=O)cc3)cc2)nc(OC)n1,i,-13%,·,·,-4%,-14%,-26%,7%,-0.6%
CCCCN1CC(c2nc3ccccc3n2CCCCOc2cccc(C)c2C)CC1=O (stereo not given),?,11µM*,·,·,3%,?,?,25%,-2.9%
O=C(Nc1ccc(-c2ccco2)cc1)C1CCCN(Cc2ccco2)C1 (stereo not given),?,-23%,5%,-0.3,·,·,-3%,·,21%
O=C(NC(=O)c1ccc(F)cc1F)Nc1ccc(Cl)cc1,i,5%,4%,-0.6,-6%,20%,-7%,?,0.1%
COc1ccc(N2C(=O)CC(c3ccccc3)C2=O)cc1 (stereo not given),i,3%,16%,-1.3,0%,-14%,14%,-9%,-0.2%
O=C(Nc1cccc(-c2nc3ccccc3s2)c1)c1cccs1,i,-33%,17%,-2.6,3%,-10%,?,-4%,24%
O=C(c1ccc(O)cc1)c1ccc(Cl)cc1,i,-9%,10%,-0.8,-2%,25%,15%,·,2.8%
CCOC(=O)c1csc(NC(=O)C2CCCCC2)n1,i,-15%,14%,2.9,-2%,38%[activator],-3%,2%,4.8%
CCc1nc2ccc(C(=O)NC3CCN(Cc4ccccc4)CC3)cn2c1N(C)CCN1CCOCC1,i,-13%,1%,-0.2,·,-6%,17%,·,-0.7%[9.22 µM]
Cc1nc2c(-c3ccccc3)c(C)[nH]n2c(=O)c1Cl,i,-26%,-4%,-3.1,?,-14%,3%,21µM*,-0.7%
CCc1ccc(N2CN(Cc3ccco3)CNC2=S)cc1,?,2%,6%,-1.8,-5%,2%,-5%,-24%,3.9%
O=NNc1nc2ccccc2n1Cc1ccccc1,i,0%,14%,0.8,?,?,?,6.5µM*,0.2%
Cc1ccc(N(CC(=O)Nc2ccc(Cl)cc2)S(=O)(=O)c2cccc3nonc23)cc1,i,-45%,·,·,-5%,-12%,?,-24%,4.2%
O=C(c1nn2c(C(F)(F)F)cc(-c3ccc(F)cc3)nc2c1Cl)N1CCOCC1,i,11%,-2%,-2.9,2%,-5%,3%,-1%,3.6%
Cc1ccccc1OCC(=O)Nc1ccc(OCc2cc(=O)n3ccccc3n2)cc1,·,-14%,·,·,15%,·,-5%,·,-0.6%
COc1ccc(C(=O)N2CCC(C)(C(=O)NS(=O)(=O)C3CC3)C2)c(OC)c1 (stereo not given),i,9%,4%,2.8,·,14%,7%,·,0.7%
CC(C)(C)c1ccc(C(=O)Nc2ccc(O)c3c(=O)cc(-c4cccc(Cl)c4)oc23)cc1,i,-3%,-7%,0.0,6%,8%,5%,29%,6.2%
CSc1ccc(CN2CCC(N3CC(C)OC(C)C3)CC2)cc1 (stereo not given),i,-1%,5%,-0.4,2%,-14%,7%,-9%,0.0%
Cc1ccccc1S(=O)(=O)NC(=O)C1(C)CCN1C(=O)c1cccc(F)c1 (stereo not given),i,-22%,7%,-0.4,·,8%,-6%,·,-0.1%
Cc1oc(C(=O)O)cc1COc1ccc2c(C)cc(=O)oc2c1,i,-6%,-1%,-1.9,2%,-8%,0%,8%,0.4%
Cc1cc(C)cc(Oc2coc3c(CN(C)C)c(O)ccc3c2=O)c1,i,13%,9%,4.8,1%,-15%,1%,0%,0.1%
O=C(CCCn1c(=O)[nH]c2cc(Cl)ccc2c1=O)NCCCN1CCCC1=O,i,-2%,-7%,0.9,16%,7%,6%,?,0.0%
Cc1cc(C(F)(F)F)c2c(N)c(C(=O)Nc3cc(C)on3)sc2n1,·,-1%,8%,28,1%,10%,25%,15%,4.3%
COc1ccccc1CNc1nc(SC)ncc1CO,?,5%,9%,-3.0,6%,0%,0%,-3%,-0.3%
O=S(=O)(c1ccccc1)N(C1=NCCS1)S(=O)(=O)c1ccccc1,i,-11%,10%,-0.5,-8%,-3%,-5%,-24%,-0.5%

# An excerpt from above in order of number of heavy atoms, descending.
SMILES,S2 tox,HepG2 tox,EPAC2 agonist,IL-2 act,A549 viability,ATXN2 expr inh,TGFb inhibitor,Nrf2 block,Nrf2 ARE act
COc1cc(NS(=O)(=O)c2ccc(NC(=O)c3ccc(C(C)=O)cc3)cc2)nc(OC)n1,i,-13%,·,·,-4%,-14%,-26%,7%,-0.6%
O=C(c1nn2c(C(F)(F)F)cc(-c3ccc(F)cc3)nc2c1Cl)N1CCOCC1,i,11%,-2%,-2.9,2%,-5%,3%,-1%,3.6%
O=C(Nc1ccc(-c2ccco2)cc1)C1CCCN(Cc2ccco2)C1 (stereo not given),?,-23%,5%,-0.3,·,·,-3%,·,21%
O=S(=O)(c1ccccc1)N(C1=NCCS1)S(=O)(=O)c1ccccc1,i,-11%,10%,-0.5,-8%,-3%,-5%,-24%,-0.5%
Cc1cccc(CN2CCC(N3CC(C)OC(C)C3)CC2)c1 (stereo not given),i,-7%,1%,-0.9,0%,-5%,-2%,-13%,-0.3%
CCOC(=O)c1csc(NC(=O)C2CCCCC2)n1,i,-15%,14%,2.9,-2%,38%[activator],-3%,2%,4.8%
O=C(c1ccc(O)cc1)c1ccc(Cl)cc1,i,-9%,10%,-0.8,-2%,25%,15%,·,2.8%

# Next part:
SMILES,S2 tox,HepG2 tox,EPAC2 agonist,IL-2 act,A549 viability,ATXN2 expr inh,TGFb inhibitor,Nrf2 block,Nrf2 ARE act
O=C(O)CSCC(=O)Nc1cccc2ccccc12,i,-9%,5%,-2.0,9%,-4%,1%,-9%,-0.5%
CC1(Cc2ccc(OC(F)(F)F)cc2)C(=O)Nc2ccc(S(=O)(=O)NC3CCCCC3)cc21 (stereo not given),?,11µM*,-18%,-0.3,·,?,?,·,-1.2%
CCOC(=O)c1nnn(CC(=O)N2N=C(c3cc(C)ccc3C)CC2c2ccc(OC)cc2)c1C(=O)OCC (stereo not given),i,-25%,3%,0.0,-3%,5%,-18%,9%,0.4%
O=[N+]([O-])c1ccc(CSc2nnc3ccccn23)cc1,i,-3%,8%,0.0,-6%,-19%,3%,4%,-0.2%
O=C(COC(=O)[C@@H]1CC(O)CN1S(=O)(=O)c1ccc(Cl)c(Cl)c1)NC(=O)NCc1ccccc1 (stereo not given in full),i,-9%,9%,-0.2,3%,-11%,-5%,-6%,0.4%
CC(C)(C)NC(=O)C(OC(=O)c1cccs1)c1ccc(F)cc1 (stereo not given),i,-1%,0%,-1.4,-11%,·,4%,-2%,-0.4%
COc1cccc2cc(C(C)N(CCCN3CCOCC3)C(=S)Nc3ccccc3C)oc12 (stereo not given),i,-9%,19%,1.6,-8%,-10%,0%,13%,-0.4%
Nc1nnc(SCC(=O)Nc2ccc(Cl)cc2)s1,?,-16%,·,·,6%,-34%,-14%,·,1.2%
CC(C)Cc1nnc(NC(=O)CS(=O)(=O)Cc2ccccc2)s1,i,-8%,8%,-1.0,1%,·,-20%,0%,1.3%
COc1ccc(S(=O)(=O)N2CCN(CC3CC=CCC3)CC2)cc1 (stereo not given),i,-20%,16%,1.8,-8%,-8%,-2%,3%,0.4%
CC(=O)Nc1cccc(-c2cc(NC=O)c3ncc(-c4ccc(F)c(Cl)c4)n3c2)c1,?,-102%,-4%,-0.8,·,?,?,·,21%
Cc1ccc(OCCC(=O)NCCc2ccc(S(N)(=O)=O)cc2)cc1,i,13%,7%,-0.1,-3%,6%,18%,4%,-0.7%
O=C(NCCOc1ccccc1)c1ccccc1[N+](=O)[O-],i,39%,6%,-0.1,6%,-25%,1%,15%,0.4%
CCN(CC)S(=O)(=O)c1cccc(-c2nnc(SCc3nnc(-c4cccs4)o3)n2N)c1,i,-2%,6%,-0.7,-2%,0%,2%,-11%,0.2%
CC1(c2ccc3ccccc3c2)NC(=O)N(CC(=O)Nc2cccc(S(=O)(=O)N3CCOCC3)c2)C1=O (stereo not given),i,-13%,7%,12,-7%,-11%,?,?,4.4%
CCOc1cc2sc(N3CCC(C(=O)Nc4ccccc4Cl)CC3)nc2cc1Br,i,5%,·,·,-6%,11%,-1%,?,5.1%
Cn1c(SCC(=O)NCc2ccccc2)nnc1-c1ccc(NC(=O)CCc2ccccc2)cc1,i,-86%,-4%,-0.7,-8%,-4%,1%,-11%,-0.3%
